Assay outcomes as filed in PubChem BioAssay.
E-sel inducer: E-selectin induction on HUVECs; activation, % at 7.58 µM; 260,000 compounds, 0.37% hits; HUVEC E-selectin immunofluorescence imaging; normalized: neutral wells 0, TNF-alpha wells 100; P16581;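 active = mean E-selectin-positive cell signal at least 10% of the positive control, reached in at least 60% of replicates, without over 20% cell loss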;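 also: in these data hits start at about 27%; measured in HUVEC primary endothelial cells; signal is the percent of cells scored E-selectin positive by PE staining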
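material = human umbilical vein endothelial cells (HUVEC), E-selectin induction | quantity = 3,000 cells/well | medium = EGM-2 growth medium on 0.1% gelatin-coated wells | technique = immunofluorescence imaging | read-out basis = % PE-positive cells | control set = TNF-alpha positive control, DMSO neutral control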
ERAP1 HTS inh: blocks human ERAP1 aminopeptidase activity; Q9NZ08; inhibition, % at 10.7 µM; 340,000 compounds, 0.15% hits; recombinant ERAP1, Leu-AMC fluorescence, 60 min;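 active = mean replicate inhibition of at least 30%, or all replicates individually reaching that 30% level; inactive = mean below 30% and not every replicate reaching it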;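 also: 0% = neutral control wells and 100% = L-leucinethiol positive control wells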
PGC1a acetyl inh: modulators of PGC1a acetylation | inhibition, % at 15.6 µM | 350,000 compounds, 0.17% hits | U2OS PGC1a acetylation, AlphaScreen anti-acetyl-lysine; with virally co-expressed GCN5 acetyltransferase;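 active = every replicate shows inhibition of at least 40%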;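 also: 0% = neutral control wells and 100% = positive control wells; some results beyond the cut were filed as inactive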
Cneo AK release: Cryptococcus neoformans lysis via adenylate kinase release | C. neoformans lysis, adenylate kinase release luminescence, 4 h; normalised: neutral wells 0, clomiphene wells 100 | lysis activity, % at 15 µM | 360,000 compounds, 0.2% hits | AID 651654;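 active = mean lysis activity across replicates of at least 80%, whatever share of replicates individually reach that level; inactive = mean lysis activity below 80%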
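Assay system: log-phase C. neoformans yeast / Quantity: yeast cell density of 5 × 10^6 cells/mL / Medium: fresh YPD growth medium / Compound: single dose / Timing: static 4 h at 37 °C with compound, 1 h detection / Measured by: adenylate kinase release luminescence / Read-out: lysis from increased AK signal / Benchmarks: Clomiphene as positive lysis control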
miR122 inh: inhibitors of miR-122 in Huh7 cells; AID 602342; 340,000 compounds, 0.3% hits; Huh7 miR-122 Renilla luciferase sensor, 48 h; neutral wells = 0, positive control = 100; activation (reporter increase), % at 12.5 µM;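 active = mean replicate activation score at least 90 and every replicate individually at or above 90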;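 also: higher luciferase means less miR-122 activity so hits act as miR-122 inhibitors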
RAD54 inh: blocks human RAD54 Holliday junction branch migration | Q92698 | FAM/BHQ fluorescence | inhibition, % at 10.4 µM | 360,000 compounds, 0.14% hits;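 active = mean normalized replicate activity at least 40 and at least half of replicates scoring 40 or more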;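 also: 0% = median of neutral control wells and 100% = median of positive control wells; inhibitors cause a drop in the FAM fluorescence signal; in these data hits start at about 50%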
Target sequence (Q92698 whole entry, looked up): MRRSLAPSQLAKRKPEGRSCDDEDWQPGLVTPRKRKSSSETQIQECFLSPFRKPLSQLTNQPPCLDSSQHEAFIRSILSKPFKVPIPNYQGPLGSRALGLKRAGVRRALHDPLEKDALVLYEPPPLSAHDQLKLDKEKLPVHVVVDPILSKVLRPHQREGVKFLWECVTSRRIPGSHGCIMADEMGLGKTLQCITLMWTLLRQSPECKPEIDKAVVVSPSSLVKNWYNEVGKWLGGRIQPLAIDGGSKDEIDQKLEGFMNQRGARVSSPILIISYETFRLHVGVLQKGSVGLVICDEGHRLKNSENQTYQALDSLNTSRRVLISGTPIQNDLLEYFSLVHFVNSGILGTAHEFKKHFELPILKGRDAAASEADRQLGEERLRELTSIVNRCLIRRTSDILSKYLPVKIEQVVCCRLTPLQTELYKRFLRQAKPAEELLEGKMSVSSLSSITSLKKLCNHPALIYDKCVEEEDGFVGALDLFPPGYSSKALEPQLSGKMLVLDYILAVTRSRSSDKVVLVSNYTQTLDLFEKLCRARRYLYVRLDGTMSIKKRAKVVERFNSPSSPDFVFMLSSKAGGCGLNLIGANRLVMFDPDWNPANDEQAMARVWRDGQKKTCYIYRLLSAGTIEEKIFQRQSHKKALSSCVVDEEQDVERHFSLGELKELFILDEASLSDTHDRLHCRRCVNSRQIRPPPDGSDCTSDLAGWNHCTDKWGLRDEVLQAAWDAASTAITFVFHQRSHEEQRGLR
PglD inh: PglD (C. jejuni) enzyme inhibition; AID 602405; 360,000 compounds, 0.098% hits; purified PglD enzyme, DTNB colorimetric CoA detection; inhibition, % at 12.5 µM; in the data active = inhibition above about 16%, passing the limit was not always enough; also: strong numbers were not always called active
RAD52 anneal inh: RAD52 (human) annealing inhibition | P43351 | recombinant RAD52 DNA annealing, FRET fluorescence | inhibition, % at 18.7 µM | 360,000 compounds, 0.46% hits;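 active = every replicate showing at least 50% inhibition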
* hit, by the source's call; nt = no result given; [ ] = dose if it differs, or a comment.

Each structure is followed by: E-sel inducer	ERAP1 HTS inh	PGC1a acetyl inh	Cneo AK release	miR122 inh	RAD54 inh	PglD inh	RAD52 anneal inh
(1) C[C@@]12C(=O)N(Cc3ccccc3)CC(=O)N1[C@H]1c3cc(Cl)ccc3OC[C@@H]1[C@@H]2c1ccccc1
    -0.2	-1	-2	3	0	9	-2	-16
(2) Cc1cc(C)n(-c2ccc(C(=O)Nc3ccc4c(c3)OCO4)cc2)n1
    nt	nt	38	-7	-4	3	3	nt
(3) COc1ccc(C)cc1NC(=O)C(NCC1CCCO1)c1ccccc1 (configuration not stated)
    nt	nt	0	-2	-5	-9	4	nt
(4) COc1ccc(NC(=O)Nc2cccc3c2O[C@@H](CN(C)C(=O)Nc2cccc4ccccc24)[C@@H](C)CN([C@@H](C)CO)C3=O)cc1
    -0.1	nt	2	-3	-5[16.7 µM]	3	-1	nt
(5) Cc1ccc(OCC(=O)NNC(=O)c2cc3ccccc3o2)cc1
    nt	nt	0	-1	2	-8	-8	nt
(6) CCc1ccc2c(c1)C(c1ccncc1)=NNC(c1ccccc1)=N2
    -0.1	-5	6	nt	-7	nt	nt	-11
(7) COCC#Cc1cnc2c(c1)C(=O)N([C@H](C)CO)C[C@H](C)[C@H](CN(C)S(=O)(=O)c1cccc(OC)c1)O2
    -0.3	0	-8	-2	-1[16.7 µM]	4	-2	8
(8) COc1ccc(NC(=O)Nc2ccc3c(c2)C(=O)N([C@@H](C)CO)C[C@H](C)[C@H](CN(C)S(=O)(=O)c2ccc(Cl)cc2)O3)cc1
    0.3	4	-2	-1	-4[16.7 µM]	-2	-3	8
(9) Cc1ccc(NC(=O)COC(=O)[C@@H]2CC(O)CN2S(=O)(=O)c2ccc3c(c2)OCCO3)cc1 (some centres not stated)
    -2.0	0	nt	5	nt	12	1	-15
(10) CSCCC(NC(=O)c1ccco1)C(=O)NCC1CCCCC1 (configuration not stated)
    0.5	0	-14	-2	4	6	-7	-12
(11) CNc1ccc2ncc(-c3ccccc3C(C)=O)n2n1
    0.1	-2	2	4	-3	7	-4	-5
(12) COc1ccc(C(=O)CC(=O)C(=O)Nc2cccc(C(C)=O)c2)cc1
    0.2	-1	-6	0	nt	-29	0	-51
(13) COc1cccc(OC)c1NC(=O)Cn1nc(-c2ccc3c(c2)OCCO3)ccc1=O
    nt	-5	3	1	0	-1	4	-18
(14) C[C@H]1CN([C@@H](C)CO)C(=O)c2cc(NC(=O)Nc3ccc(C(F)(F)F)cc3)ccc2O[C@H]1CN(C)S(=O)(=O)c1ccccc1
    -6.8	3	8	nt	-10[16.7 µM]	nt	nt	0
(15) CC1CCCN(C2=C(NS(=O)(=O)c3ccc(Br)cc3)C(=O)c3ccccc3C2=O)C1 (configuration not stated)
    nt	1	0	3	3	-8	-6	-15
(16) O=C(c1ccco1)N1CCN(S(=O)(=O)/C=C/c2ccccc2)CC1
    9.7	nt	-3	nt	2	nt	nt	-1
(17) CC(=O)Nc1ccc(NC(C)=O)s1
    nt	nt	8	0	-4	-3	3	nt
(18) CC1CCc2c(nc3ncnn3c2N2CCN(c3ccccc3F)CC2)C1 (configuration not stated)
    nt	nt	10	0	-10	6	0	nt
(19) CC1CCN(C(=O)c2cccc(NC(=O)c3cccs3)c2)CC1
    -0.2	-2	9	1	-1	-2	0	-5
(20) Cc1ccccc1OCC(=O)OCC(=O)NC1CCCCCC1
    0.0	-9	nt	-6	nt	-2	6	-9

A stretch taken from the entries so far, as a working copy:
Each structure is followed by: E-sel inducer	ERAP1 HTS inh	PGC1a acetyl inh	Cneo AK release	miR122 inh	RAD54 inh	PglD inh	RAD52 anneal inh
(1) C[C@@]12C(=O)N(Cc3ccccc3)CC(=O)N1[C@H]1c3cc(Cl)ccc3OC[C@@H]1[C@@H]2c1ccccc1
    -0.2	-1	-2	3	0	9	-2	-16
(2) Cc1cc(C)n(-c2ccc(C(=O)Nc3ccc4c(c3)OCO4)cc2)n1
    nt	nt	38	-7	-4	3	3	nt
(3) COc1ccc(C)cc1NC(=O)C(NCC1CCCO1)c1ccccc1 (configuration not stated)
    nt	nt	0	-2	-5	-9	4	nt
(4) COc1ccc(NC(=O)Nc2cccc3c2O[C@@H](CN(C)C(=O)Nc2cccc4ccccc24)[C@@H](C)CN([C@@H](C)CO)C3=O)cc1
    -0.1	nt	2	-3	-5[16.7 µM]	3	-1	nt
(5) Cc1ccc(OCC(=O)NNC(=O)c2cc3ccccc3o2)cc1
    nt	nt	0	-1	2	-8	-8	nt
(6) CCc1ccc2c(c1)C(c1ccncc1)=NNC(c1ccccc1)=N2
    -0.1	-5	6	nt	-7	nt	nt	-11
(7) COCC#Cc1cnc2c(c1)C(=O)N([C@H](C)CO)C[C@H](C)[C@H](CN(C)S(=O)(=O)c1cccc(OC)c1)O2
    -0.3	0	-8	-2	-1[16.7 µM]	4	-2	8
(8) COc1ccc(NC(=O)Nc2ccc3c(c2)C(=O)N([C@@H](C)CO)C[C@H](C)[C@H](CN(C)S(=O)(=O)c2ccc(Cl)cc2)O3)cc1
    0.3	4	-2	-1	-4[16.7 µM]	-2	-3	8
(9) Cc1ccc(NC(=O)COC(=O)[C@@H]2CC(O)CN2S(=O)(=O)c2ccc3c(c2)OCCO3)cc1 (some centres not stated)
    -2.0	0	nt	5	nt	12	1	-15
(10) CSCCC(NC(=O)c1ccco1)C(=O)NCC1CCCCC1 (configuration not stated)
    0.5	0	-14	-2	4	6	-7	-12
(11) CNc1ccc2ncc(-c3ccccc3C(C)=O)n2n1
    0.1	-2	2	4	-3	7	-4	-5
(12) COc1ccc(C(=O)CC(=O)C(=O)Nc2cccc(C(C)=O)c2)cc1
    0.2	-1	-6	0	nt	-29	0	-51
(13) COc1cccc(OC)c1NC(=O)Cn1nc(-c2ccc3c(c2)OCCO3)ccc1=O
    nt	-5	3	1	0	-1	4	-18
(14) C[C@H]1CN([C@@H](C)CO)C(=O)c2cc(NC(=O)Nc3ccc(C(F)(F)F)cc3)ccc2O[C@H]1CN(C)S(=O)(=O)c1ccccc1
    -6.8	3	8	nt	-10[16.7 µM]	nt	nt	0
(15) CC1CCCN(C2=C(NS(=O)(=O)c3ccc(Br)cc3)C(=O)c3ccccc3C2=O)C1 (configuration not stated)
    nt	1	0	3	3	-8	-6	-15
(16) O=C(c1ccco1)N1CCN(S(=O)(=O)/C=C/c2ccccc2)CC1
    9.7	nt	-3	nt	2	nt	nt	-1
(17) CC(=O)Nc1ccc(NC(C)=O)s1
    nt	nt	8	0	-4	-3	3	nt

New compounds follow:
Each structure is followed by: E-sel inducer	ERAP1 HTS inh	PGC1a acetyl inh	Cneo AK release	miR122 inh	RAD54 inh	PglD inh	RAD52 anneal inh
(21) CCOc1ccc(S(=O)(=O)NCCC(=O)N2CCC(Cc3ccccc3)CC2)cc1
    -0.2	-2	-6	-4	-4	4	1	7
(22) CCN(CC)CCN1C(=O)C(=O)/C(=C(/O)c2ccc(C)cc2)C1c1cccnc1 (configuration not stated)
    3.0	1	4	-3	3	2	-1	-18
(23) COc1cc(C(Nc2ccccn2)c2ccc3ccc(C)nc3c2O)cc(OC)c1O (configuration not stated)
    nt	3	-33	nt	24	-8	2	-16
(24) CCN(C[C@H]1N[C@@](CC)(C(=O)OC)[C@H]2C(=O)N(Cc3ccccc3)C(=O)[C@@H]12)S(=O)(=O)c1ccc(C)cc1
    -0.7	nt	-6	8	6	10	7	1
(25) Fc1ccc(Cn2nnnc2CN2CCN(C3CCCCC3)CC2)cc1
    nt	nt	0	2	0	-8	4	nt
(26) CSc1cccc(NC(=O)CCNC(=O)c2ccco2)c1
    4.2	-2	3	nt	1	nt	nt	11
(27) CC(=O)N(C)C[C@@H]1Oc2ncc(-c3cccc(C#N)c3)cc2C(=O)N([C@H](C)CO)C[C@@H]1C
    1.5	0	8	-10	6[16.7 µM]	-6	-1	9
(28) CN(C)CCN1CCN(C2CN(Cc3cn(Cc4ccccc4C(F)(F)F)nn3)S(=O)(=O)C2)CC1 (configuration not stated)
    0.0	-2	-16	0	1	-6	1	-6
(29) CO[C@H]1CN(C)C(=O)c2ccc(NC(=O)C3CCCC3)cc2OC[C@@H](C)N(CCC(F)(F)F)C[C@H]1C
    0.1	1	7	2	-6[16.7 µM]	9	-1	9
(30) C[C@H]1CN([C@@H](C)CO)S(=O)(=O)c2ccc(C3=CCCC3)cc2O[C@H]1CN(C)C(=O)Nc1ccc2c(c1)OCO2
    -0.1	-4	-13	1	-8[16.7 µM]	1	-1	17
(31) CCN(CC)S(=O)(=O)c1ccc(OC)c(NC(=O)OCc2ccccc2)c1
    0.5	1	nt	9	nt	0	-6	-2
(32) O=C(N/C(=C/c1ccc(Br)cc1)c1nc2ccccc2[nH]1)c1ccco1
    nt	nt	-7	6	nt	8	-2	nt
(33) Cc1cnc(C(=O)OCC(=O)c2cc(C)n(CCc3ccc(F)cc3)c2C)cn1
    0.0	0	nt	2	1	-5	-2	-246
(34) CCCCCCn1c(N2CCCC2)nc2c1c(=O)[nH]c(=O)n2C
    0.0	-1	-3	-2	-8	-13	2	-8
(35) O=C(Cn1sc2ccccc2c1=O)Nc1ccc(Cl)cc1
    0.8	2	nt	-3	4	5	-6	-14
(36) Nc1nc(-c2cccc(NS(=O)(=O)c3ccccc3)c2)cs1
    nt	nt	-18	1	60	-2	-9	nt
(37) CCc1nnc(NCC(=O)N2CCc3ccccc32)s1
    nt	nt	1	-1	1	-2	3	nt
(38) Cc1ccccc1S(=O)(=O)N(CC(O)CN1CCCCC1)c1ccccc1 (configuration not stated)
    nt	2	-9	-4	4	0	-9	-12
(39) CC1CCCCC1NC(=O)Cn1ncc2ccccc21 (configuration not stated)
    nt	-2	-11	0	-6	1	-3	-6
(40) Cc1ccnc2nc(C(=O)Nc3nc4ccccc4s3)nn12
    nt	1	-12	-12	21	-2	-7	-20
(41) Cc1ccccc1NC(=O)Cc1nc(COC(=O)c2ccc([N+](=O)[O-])cc2)cs1
    3.6	-1	0	1	0	-7	5	-11
(42) COc1ccccc1C(=O)Nc1ccccc1N1CCN(C(=O)c2ccc(Cl)cc2)CC1
    -0.3	-2	-6	0	0	-5	-1	-5
(43) O=C(Nc1cc(C(F)(F)F)ccc1Cl)C(Sc1n[nH]c(=O)[nH]c1=O)c1ccccc1 (configuration not stated)
    -0.3	2	-3	-1	37	-6	4	-5
(44) COc1ccccc1NC(=S)NCCc1ccc(S(N)(=O)=O)cc1
    nt	-1	4	2	-1	9	-1	4
(45) O=C(O)C[C@@H]1C=C[C@H](NC(=O)c2ccncc2)[C@@H](CO)O1
    0.4	-1	-7	0	10[16.7 µM]	-10	-3	0
(46) O=C(CC(C(=O)N1CCc2ccccc21)n1ccnc1)N1CCc2ccccc2C1 (configuration not stated)
    nt	nt	8	-3	-2	3	8	nt
(47) CC(=O)c1ccc(S(=O)(=O)N2CCC(c3nnc(SCCN4CCCC4)n3C)CC2)cc1
    nt	-3	nt	11	nt	3	-1	-18
(48) NC(=O)c1cccc(Nc2nc(C(N)COCc3ccccc3)cs2)n1 (configuration not stated)
    0.3	5	-15	4	-3	4	nt	4
(49) Cc1ccc(C2=NN(CC(=O)NCCN(CC(C)C)CC(C)C)C(=O)CC2)cc1
    nt	10	2	-3	-10	-14	0	-13
(50) O=C(Nc1cccc(C(F)(F)F)c1)Nc1ccon1
    -0.1	-3	nt	-3	nt	-10	-1	0
(51) O=C(NCCCC1CCCC1)C1CCC(=O)N(Cc2ccccc2F)C1 (configuration not stated)
    nt	4	-2	2	1	6	-4	-23
(52) CN(C)/C=N/c1nc(-c2ccc3c(c2)OCO3)cs1
    nt	1	-2	-3	4	3	0	8
(53) Cc1ccc(S(=O)(=O)N(C)C)cc1NC(=O)COC(=O)C1CCCC1
    0.3	1	-1	-1	8	3	2	-11
